KOR beta-arrestin-1 = KOR antagonists, beta-arrestin recruitment, cell-based, luminescence, uHTS (AID 1778); KOR beta-arrestin recruitment, luminescence, antagonist mode; higher % means a stronger effect; inhibition, % at 10 µM, or IC50 in µM where a hit was titrated; Kappa-type opioid receptor (Homo sapiens); hit rate 0.091% among 290,000; further: strong numbers were not always called active
GPR55 activation = GPR55 agonists via beta-arrestin recruitment, primary screen, imaging, U2OS cells, beta-arrestin-GFP redistribution (AID 1961). G-protein coupled receptor 55 (Homo sapiens). one-dose activation, % at 10 µM; EC50 in µM for titrated hits. hit rate 0.048% among 290,000. U2OS GPR55 beta-arrestin-GFP redistribution imaging; higher % means a stronger effect;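 active means activation above 40% with more than 50 cells counted in the well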;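 further: U2OS osteosarcoma cells stably expressing GPR55 and beta-arrestin-GFP; plate controls were DMSO negative control for no effect and LPI positive control for full effect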
KOR beta-arrestin-2 = KOR agonists, beta-arrestin recruitment, primary screen, cell-based, luminescence, uHTS (AID 1777). KOR beta-arrestin recruitment, luminescence; higher % means a stronger effect. activation, % at 10 µM; hits with a dose series show EC50 in µM. hit rate 0.02% among 280,000; in the data active means activation above about 50%, passing the limit was not always enough; further: a part of the inactive calls stands beside numbers as strong as those of hits
HIV fusion peptide = inhibitors of HIV fusion peptide binding, primary screen, biochemical, uHTS, fluorescence dequenching (AID 1986); cell-free peptide binding, fluorescence dequenching, 30 min; higher % means a stronger effect; inhibition, % at 20 µM; hits with a dose series show IC50 in µM; hit rate 0.3% among 290,000; in the data active means inhibition mostly above about 52%, no sharp cut-off; inactive means mostly below about 76%; further: some results filed as inactive read as strong as hits
GPR55 antagonists = GPR55 antagonists blocking LPI-driven arrestin recruitment, primary screen, imaging, U2OS, beta-arrestin-GFP, LPI agonist (AID 2013); G-protein coupled receptor 55 (Homo sapiens); U2OS GPR55 beta-arrestin-GFP translocation imaging, LPI antagonism; higher % means a stronger effect; one-dose inhibition, % at 10 µM; IC50 in µM for titrated hits; hit rate 0.13% among 290,000;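 active means spots per cell inhibited over 60%, with over 100 cells counted and total cytoplasm intensity under 500,000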;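 further: U2OS cells stably carrying GPR55 and arrestin-GFP stimulated by 5 µM LPI near EC80; imaged beta-arrestin-GFP aggregate spots per cell after agonist stimulation; plate controls were LPI-stimulated DMSO wells for no effect and DMSO wells without LPI for full effect; some results filed as inactive read as strong as hits; confirmed hits need IC50 under 10 µM and bright autofluorescent wells are also inconclusive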
Large T inhibition = SV40 large T antigen inhibitors, biochemical (AID 1903); SV40 large T antigen ATPase/helicase inhibition assay; higher % means a stronger effect; inhibition, % at 20 µM, or IC50 in µM where a hit was titrated; hit rate 0.39% among 310,000; in the data active means a potency from the dose series; further: strong numbers were not always called active
NOD2 inhibition = NOD2 signaling inhibitors, cell-based, luminescence, uHTS, HEK293 (AID 1566). inhibition, % at 4 µM, or EC50 in µM where a hit was titrated. hit rate 0.63% among 290,000. HEK293 NOD2/NF-kB luciferase reporter, luminescence; higher % means a stronger effect; further: many of its hits are not listed in these tables
NOD1 inhibition = NOD1 signaling inhibitors, primary screen, cell-based, luminescence, uHTS (AID 1578) | NOD1-driven NF-kB luciferase reporter cells, luminescence; higher % means a stronger effect | inhibition, % at 4 µM, or EC50 in µM where a hit was titrated | hit rate 1% among 290,000; in the data active means inhibition mostly above about 36%, no sharp cut-off; inactive means mostly below about 34%;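 further: HEK-293T reporter cells stimulated with the NOD1 agonist gamma-tri-DAP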
Rac1 GTP hydrolysis = MgcRacGAP GTPase-activating activity inhibitors, confirmation, biochemical, ADP Hunter fluorescence | AID 624330, 2012 | Rac GTPase-activating protein 1 (Homo sapiens) | hit rate 0.6% among 340,000 | MgcRacGAP-stimulated Rac1 GTP hydrolysis, ADP Hunter fluorescence; higher % means a stronger effect; GST-tagged Rac1 F28L mutant substrate | inhibition, % at 30 µM; hits with a dose series show IC50 in µM;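 active means first-screen hits whose inhibition reached a set limit at any dose in the follow-up dose series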;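 further: fluorescence reports GDP produced by GAP-driven GTP hydrolysis; strong numbers were not always called active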
Numbers without * were called inactive; · = no result given; [ ] = dose if it differs, or a comment. Unless noted, no stated cut-off is given here; in the data, active means inhibition above about 50%; inactive means the rest. An excerpt. The share of hits here may be higher or lower than overall.

SMILES | KOR beta-arrestin-1 | GPR55 activation | KOR beta-arrestin-2 | HIV fusion peptide | GPR55 antagonists | Large T inhibition | NOD2 inhibition | NOD1 inhibition | Rac1 GTP hydrolysis
CCC(=O)NC(=S)Nc1ccc(NC(=O)c2ccco2)c(Cl)c1 | -22% | 0.4% | -0.1% | -0.5% | -1% | 7% | -3% | -46% | ·
CCOc1ccc(-c2cc(C(=O)OC)nc3c2c(=O)n(C)c(=O)n3C)cc1 | 11% | -0.1% | -2.6% | -1.0% | 14% | 10% | 22% | -8% | 12%
COC(=O)c1nn(-c2cccc(Cl)c2)cc(OC)c1=O | 30% | 0.0% | -4.2% | -1.1% | -3% | 2% | 9% | -4% | 0%
COc1ccc(C2SCC(=O)N2c2ccc(F)cc2)cc1 (configuration not stated) | -4% | -0.1% | -0.2% | -0.4% | -3% | 2% | -12% | -12% | 5%
CCc1oc(C(=O)O)cc1CN(CC)CC | 12% | 0.3% | -2.3% | 0.6% | -7% | -1% | 2% | 4% | 3%
Cc1nn(-c2ccccc2)c(Cl)c1C1C(C#N)=C(N)Oc2c1c(C)nn2-c1ccccc1 (configuration not stated) | -15% | -0.1% | 5.6% | -0.6% | 10% | 16% | -3% | -13% | 14%
O=C(NCCC(=O)N1CCC2(CC1)NCCc1[nH]cnc12)c1ccc(Br)cc1 | 35% | -0.1% | 0.1% | 1.8% | 12% | 3% | -5% | -13% | 0%
CC(=O)c1cccc(NC(=O)c2cc(-c3ccc(C)cc3)on2)c1 | 3% | -0.1% | -1.2% | -2.8% | 6% | 8% | -40% | -34% | 3%
Cc1ccc(O)c(C2=Nc3ccccc3N=C(c3cccs3)C2)c1 | -15% | 1.0% | 5.6% | 0.7% | 10% | 7% | 0% | -8% | 11%
Cc1cccn2c(=O)c(/C=C(\C#N)C(N)=O)c(N3CCN(c4cccc(Cl)c4)CC3)nc12 | -50% | 0.0% | -4.5% | -1.8% | 3% | 3% | 8% | -13% | 3%
c1nc(NCCN2CCOCC2)c2sc3nc(N4CCOCC4)c4c(c3c2n1)CCC4 | -34% | -0.3% | -1.5% | 0.9% | 3% | 5% | 8% | 14% | -1%
O=C(CSc1nc(-c2ccccc2)cc(=O)[nH]1)Nc1ccc(Br)cc1 | -78% | -0.1% | 1.2% | -0.6% | -7% | -1% | 14% | -7% | ·
C/C(=N/NC(=O)c1ccc(Br)o1)C(C)C | -4% | -0.1% | -0.4% | 1.1% | 0% | 15% | -1% | -30% | 2%
COc1cc(O)c(CCC(=O)c2ccc(OC)c(OC)c2)c(OC)c1 | 4% | -0.2% | -5.9% | 0.4% | -64% | -1% | 10% | 68% | 9%
Cc1ccc(Nc2nc(=O)[nH]nc2C)cc1 | -23% | 0.0% | -0.9% | -0.8% | -12% | 11% | 8% | -9% | -4%
Cc1ccc(CNCC(O)c2ccccc2)s1 (configuration not stated) | -18% | 0.6% | 2.1% | -0.6% | -8% | 1% | 5% | -20% | -13%
CC(=O)NNc1cc(C)nc(NS(=O)(=O)c2ccc(C)cc2)n1 | -12% | -0.2% | 10% | -0.6% | 0% | 6% | -10% | 1% | 7%
CC(C)[C@H](NS(=O)(=O)c1ccccc1)C(=O)OCC(=O)N1N=C(c2ccc(Cl)cc2)CC1c1ccco1 (some centres not stated) | -41% | 0.5% | 1.6% | 3.0% | 12% | 6% | -5% | -26% | 6%
CC(NC(=O)CN1C(=O)NC(Cc2ccccc2)(Cc2ccccc2)C1=O)C12CC3CC(CC(C3)C1)C2 (configuration not stated) | -2% | -0.1% | -0.7% | 1.0% | 11% | 4% | 1% | -13% | 8%
CCN(c1ccccc1)S(=O)(=O)c1cccc(C(=O)Nc2ccc(C)cn2)c1 | 16% | -0.1% | -0.3% | 1.8% | 7% | 17% | 6% | -9% | 6%
CC(C)[C@H](NS(=O)(=O)c1ccccc1)C(=O)OCn1nnc2ccccc2c1=O | -2% | -0.1% | -5.5% | 3.6% | 19% | 7% | -4% | -39% | 6%
CC(=O)Nc1ccc2c(c1)C(=O)N(C1CCCCC1)C2=O | 16% | 0.0% | -0.8% | 0.8% | 9% | -4% | 5% | -14% | 1%
COc1ccccc1C(=O)Nc1nnc(-c2ccc(F)cc2)o1 | -4% | 1.2% | 12% | -0.8% | -2% | -4% | 11% | -24% | 5%
CS(=O)(=O)N1CCC(C(=O)O)CC1 | -34% | 0.0% | 13% | 1.8% | 5% | 10% | 11% | -8% | 1%
CC(C)(C)SCCNC(=O)CN(c1ccc(F)c(Cl)c1)S(C)(=O)=O | -16% | -0.1% | 1.7% | 2.8% | · | -4% | 12% | 6% | 9%

Reformatted as a markdown table: part of the list above
| Compound | KOR beta-arrestin-1 | GPR55 activation | KOR beta-arrestin-2 | HIV fusion peptide | GPR55 antagonists | Large T inhibition | NOD2 inhibition | NOD1 inhibition | Rac1 GTP hydrolysis |
| --- | --- | --- | --- | --- | --- | --- | --- | --- | --- |
| Cc1ccc(Nc2nc(=O)[nH]nc2C)cc1 | -23% | 0.0% | -0.9% | -0.8% | -12% | 11% | 8% | -9% | -4% |
| Cc1ccc(CNCC(O)c2ccccc2)s1 (configuration not stated) | -18% | 0.6% | 2.1% | -0.6% | -8% | 1% | 5% | -20% | -13% |
| CC(=O)NNc1cc(C)nc(NS(=O)(=O)c2ccc(C)cc2)n1 | -12% | -0.2% | 10% | -0.6% | 0% | 6% | -10% | 1% | 7% |
| CC(C)[C@H](NS(=O)(=O)c1ccccc1)C(=O)OCC(=O)N1N=C(c2ccc(Cl)cc2)CC1c1ccco1 (some centres not stated) | -41% | 0.5% | 1.6% | 3.0% | 12% | 6% | -5% | -26% | 6% |
| CC(NC(=O)CN1C(=O)NC(Cc2ccccc2)(Cc2ccccc2)C1=O)C12CC3CC(CC(C3)C1)C2 (configuration not stated) | -2% | -0.1% | -0.7% | 1.0% | 11% | 4% | 1% | -13% | 8% |
| CCN(c1ccccc1)S(=O)(=O)c1cccc(C(=O)Nc2ccc(C)cn2)c1 | 16% | -0.1% | -0.3% | 1.8% | 7% | 17% | 6% | -9% | 6% |

(more compounds)
SMILES | KOR beta-arrestin-1 | GPR55 activation | KOR beta-arrestin-2 | HIV fusion peptide | GPR55 antagonists | Large T inhibition | NOD2 inhibition | NOD1 inhibition | Rac1 GTP hydrolysis
O=C(COC(=O)C1CCC1)NCCc1ccc(Cl)cc1Cl | -23% | 0.0% | 7.0% | 0.1% | -29% | -3% | 2% | -24% | 5%
CCOc1ccc(C(=O)NCc2ccccc2OC)cc1 | -23% | -0.3% | 6.8% | -2.4% | -8% | 21% | 15% | 38% | -13%
Cc1ccc(C(=O)NCC2CCCO2)o1 (configuration not stated) | 13% | -0.4% | -4.1% | 0.7% | 6% | 5% | -4% | 6% | 5%
Cc1cccc(C)c1N=C1C(=O)Nc2ccccc21 | 30% | 0.0% | -9.6% | -2.7% | -8% | 24% | 58%* | 6% | 10%
O=C(Cc1ccc(-n2c(=S)[nH]c3ccccc3c2=O)cc1)N1CCN(c2ccccc2)CC1 | -11% | -0.1% | -4.2% | -1.8% | 4% | -3% | -10% | -26% | -2%
CCOC(=O)/C(C#N)=C/c1cn(CCC(=O)O)nc1-c1cccc(Br)c1 | 15% | -0.4% | -6.3% | 6.6% | 2% | 4% | 18% | -17% | 5%
CCC1CCCCN1CCNC(=O)CNS(=O)(=O)c1ccc2nc(C)sc2c1 (configuration not stated) | -6% | 0.0% | -2.4% | 0.7% | 16% | -2% | 1% | -18% | -7%
COc1ccc(CC(NC(C)=O)C(=O)NC2CCN(S(=O)(=O)c3ccccc3)CC2)cc1OC (configuration not stated) | -3% | 0.2% | 0.3% | 0.5% | 5% | -1% | 1% | -8% | 2%
CC(=O)Nc1cccc(-n2nnc(SCC(=O)Nc3ccc(F)c(Cl)c3)n2)c1 | 7% | -0.1% | 0.7% | -0.3% | 5% | 7% | 2% | -6% | ·
COC(=O)CCCC(=O)N1CCCC(C(=O)c2ccccc2SC)C1 (configuration not stated) | -34%[20 µM] | 0.5% | -4.7% | 0.1% | -15% | 13% | 14% | 8% | 17%
CCc1cc(C(=O)N2CCN(c3ccccn3)CC2)sc1C | 18% | -0.1% | 1.2% | 1.9% | 10% | 28% | 8% | -22% | 7%
CC(C)(C)OC(=O)CNC(=O)c1[nH]cnc1C(=O)N[C@@H](CCCCNC(=O)OC(C)(C)C)C(=O)OC(C)(C)C | -10% | -0.1% | · | -1.6% | 5% | -1% | -1% | 2% | 14%
N#C/C(=C\c1c(N2CCCCC2)nc2ccccn2c1=O)C(=O)NC1CCS(=O)(=O)C1 (configuration not stated) | -10% | -0.4% | 16% | 4.2% | 7% | 6% | 8% | -4% | 4%
COc1ccccc1-c1cc(C(=O)NCc2cccs2)no1 | 0% | 0.5% | -4.4% | 2.4% | 2% | 1% | 10% | -14% | 14%
CCCCOc1ccc(C2(C)NC(=O)NC2=O)cc1 (configuration not stated) | -31%[20 µM] | -0.1% | 1.5% | 3.4% | 6% | 4% | 16% | 20% | 4%
Cc1cc(NC(=O)CCN2CC(C)OC(C)C2)ccc1Br (configuration not stated) | -6% | -0.2% | -3.0% | -0.5% | -10% | 6% | -9% | -10% | 4%
O=C(CN(Cc1cccs1)C(=O)CNS(=O)(=O)c1ccc(Cl)cc1)NCC1CCCO1 (configuration not stated) | -26% | 0.2% | 5.3% | 0.6% | -10% | 6% | 0% | 16% | 1%
Cc1ccc(N2CCCn3c2nc2c3c(=O)n(CC(=O)OCc3ccccc3)c(=O)n2C)cc1C | -16% | -0.2% | 4.5% | 1.4% | 13% | · | -4% | -26% | ·
Cc1ccc(-n2c(N)c(C(=O)N3CCOCC3)sc2=S)c(C)c1 | -2% | 0.2% | 18% | -0.7% | -4% | 5% | -7% | -10% | 10%
NCCNc1ccc([N+](=O)[O-])cc1 | 8% | 0.3% | -0.5% | 0.2% | -8% | 5% | 10% | -9% | 12%
CCn1nnnc1SCC(=O)NCc1ccc2c(c1)OCO2 | -38% | -0.2% | 6.0% | -0.7% | 2% | 6% | -1% | -31% | 7%
O=S(=O)(NC1CCCCCCC1)c1ccccc1F | -10% | -0.1% | -3.9% | 1.3% | -9% | 3% | -16% | -13% | 3%
Fc1cc(F)c(F)c(SCCc2ccncc2)c1F | -28% | -0.4% | -3.5% | -2.2% | 4% | 6% | -27% | -20% | 6%
CCCCN1C(=O)C(O)(CC(=O)c2ccccn2)c2ccccc21 (configuration not stated) | -114%[20 µM] | 0.2% | -9.8% | 0.6% | 6% | 1% | 11% | -12% | -1%
